PLC-gamma1 inh: PLC-gamma1 enzyme inhibitors, primary screen, biochemical, fluorescence, purified enzyme | 1-phosphatidylinositol 4,5-bisphosphate phosphodiesterase gamma-1 (Homo sapiens), P19174 | fluorogenic substrate | inhibition, % at 12.2 µM | 370,000 compounds, 0.84% hits; in the data active means inhibition above about 9.5%
DAX1 inh-1: DAX1 (NR0B1) inhibitors, primary screen, cell-based, HEK293, Gal4-DAX1, luciferase luminescence; HEK293 Gal4-DAX1 luciferase reporter; inhibition, % at 6.75 µM; 340,000 compounds, 0.99% hits; AID 504766, 2011;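 active means inhibition above the mean over all tested compounds plus 3 SD, cut at about 4.2% in these data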;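 further: 0% = DAX1-transfected cells with DMSO and 100% = empty-vector control cells with DMSO; inhibition shows as a rise in luminescence from relieved DAX1 repression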
Target sequence (P51843 207-470 limits assumed): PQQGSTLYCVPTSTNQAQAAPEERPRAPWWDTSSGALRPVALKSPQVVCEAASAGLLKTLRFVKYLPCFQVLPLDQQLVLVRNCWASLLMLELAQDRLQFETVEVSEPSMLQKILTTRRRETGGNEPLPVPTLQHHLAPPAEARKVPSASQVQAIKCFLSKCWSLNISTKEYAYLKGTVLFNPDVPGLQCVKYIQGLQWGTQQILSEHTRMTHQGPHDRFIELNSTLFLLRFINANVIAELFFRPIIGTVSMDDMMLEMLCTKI
DAX1 inh-2: DAX1 (NR0B1) inhibitors on StAR promoter, primary screen, cell-based, luminescence, SF-1 (NR5A1), full-length DAX-1; inhibition, % at 6.8 µM; 370,000 compounds, 1.1% hits; AID 652010, 2013; HEK293T StAR-luciferase reporter, SF-1/DAX-1 repression relief;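 active means inhibition above the mean over all tested compounds plus 3 SD, cut at about 3.6% in these data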;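 further: 0% = DAX-1 cells with DMSO and 100% = cells lacking DAX-1 with DMSO; higher inhibition means more luminescence from relief of DAX-1 repression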
hgDAF-12 ag: H. glycines DAF-12 receptor agonists, primary screen, cell-based, luminescence, HEK293, GAL4 fusion, UAS-luciferase; Nuclear hormone receptor DAF-12 (Heterodera glycines), GAL4 fusion; HEK293 GAL4-hgDAF12 UAS-luciferase reporter, agonist luminescence; normalized to butyrate control; activation, % at 6.8 µM; 370,000 compounds, 1.8% hits;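 active means activation above a cutoff set at the mean of all screened compounds plus 3 SD, cut at about 10% in these data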;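 further: 0% = DMSO wells and 100% = sodium butyrate wells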
Rev-erbA mod: modulators of Rev-erb alpha DNA binding, primary screen, biochemical, FITC-DNA, fluorescence polarization, uHTS; Nuclear receptor subfamily 1 group D member 1 (Homo sapiens), P20393; Rev-erbα–FITC-DNA binding, 90 min; activity, % at 10 µM; 370,000 compounds, 0.79% hits;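 active means activity above about 14%, limit read from the data; passing the limit was not always enough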;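 further: 0% = DMSO wells with 35 nM protein and 100% = DMSO wells with 750 nM protein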
Target sequence (P20393 whole entry, looked up): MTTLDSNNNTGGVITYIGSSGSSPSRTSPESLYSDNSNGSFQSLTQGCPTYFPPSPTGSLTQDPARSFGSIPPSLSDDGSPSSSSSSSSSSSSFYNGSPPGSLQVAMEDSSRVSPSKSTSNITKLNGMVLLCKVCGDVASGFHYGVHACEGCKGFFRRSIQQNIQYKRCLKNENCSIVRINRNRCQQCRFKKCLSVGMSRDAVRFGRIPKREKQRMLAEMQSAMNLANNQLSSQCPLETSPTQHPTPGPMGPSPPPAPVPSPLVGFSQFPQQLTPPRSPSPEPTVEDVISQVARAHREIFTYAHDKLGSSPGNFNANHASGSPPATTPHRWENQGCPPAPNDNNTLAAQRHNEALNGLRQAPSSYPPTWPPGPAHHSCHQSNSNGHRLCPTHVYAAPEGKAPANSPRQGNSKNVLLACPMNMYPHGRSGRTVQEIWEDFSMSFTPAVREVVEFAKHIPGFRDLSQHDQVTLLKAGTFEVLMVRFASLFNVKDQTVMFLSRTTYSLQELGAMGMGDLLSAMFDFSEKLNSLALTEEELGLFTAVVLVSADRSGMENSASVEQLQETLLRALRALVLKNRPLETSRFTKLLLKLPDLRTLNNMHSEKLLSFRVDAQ
PLCb3 inh: human PLC-beta3 inhibitors, primary screen, biochemical, fluorescence | 1-phosphatidylinositol 4,5-bisphosphate phosphodiesterase beta-3 (Homo sapiens), Q01970 | Purified PLC-beta3, fluorogenic substrate | 370,000 compounds, 0.18% hits | inhibition, % at 12.2 µM; in the data active means inhibition above about 11%;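 further: 0% = median of compound wells on plate and 100% = full blocker control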
ADAM17 inh: ADAM17 inhibitors, primary screen, biochemical, QFRET. recombinant ADAM17, EDANS/DABCYL FRET peptide cleavage. inhibition, % at 6.95 µM. 370,000 compounds, 0.83% hits. AID 720648, 2013;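 active means inhibition above the mean of compounds lying between control limits plus 3 SD, set per campaign, cut at about 8.5% in these data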;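 further: 0% = DMSO-only wells as the low control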
MBD2 DNA inh: inhibitors of MBD2 binding to methylated DNA, primary screen, biochemical, TR-FRET, DNA-binding domain, human; MBD2 binding to methylated oligonucleotide; inhibition, % at 4.4 µM; 370,000 compounds, 0.31% hits; in the data active means inhibition above about 13%
ssDAF12 agonist: S. stercoralis DAF-12 nuclear receptor activators, primary screen, cell-based, luminescence, HEK293, GRIP1 co-expression, lit1-tk-luc. Nuclear hormone receptor DAF-12 (Strongyloides stercoralis). HEK293 ssDAF-12/GRIP1 lit1-tk-luc reporter; % of 3 µM dafachronic acid response. activation, % at 6.8 µM. 370,000 compounds, 1% hits;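 active means activation above the mean over all tested compounds plus 3 SD, cut at about 0.9% in these data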;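 further: 0% = DMSO-only wells and 100% = 3 µM delta7-dafachronic acid wells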
SMARCA2 activ: SMARCA2 (BRM) function activators, primary screen, cell-based, luminescence, high throughput; MG213 cells, MMTV-luciferase reporter, dexamethasone, overnight; activation, % at 9.1 µM; 370,000 compounds, 1% hits; in the data active means activation above about 7.8%;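 further: 0% = vehicle wells and 100% = reference activator wells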
hcDAF-12 act: H. contortus DAF-12 nuclear receptor activators, primary screen, cell-based, luminescence, HEK293, lit1-tk-luc reporter | HEK293 hcDAF-12 lit1-tk-luc reporter; 0% DMSO, 100% Δ7-dafachronic acid | activation, % at 6.8 µM | 370,000 compounds, 1.4% hits;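 active means activation above the mean of all tested compounds plus 3 SD, cut at about 5.5% in these data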;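 further: 100% = response to 3 µM Δ7-dafachronic acid high control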
Starred values were filed as active, the others as inactive; . = not tested or not shown.

SMILES	PLC-gamma1 inh	DAX1 inh-1	DAX1 inh-2	hgDAF-12 ag	Rev-erbA mod	PLCb3 inh	ADAM17 inh	MBD2 DNA inh	ssDAF12 agonist	SMARCA2 activ	hcDAF-12 act
Cc1c(C(c2cccc(O)c2)c2c(C)n(C)n(-c3ccccc3)c2=O)c(=O)n(-c2ccccc2)n1C	5	-0.1	0.4	1.2	-2	7	0	-7	-0.7	0	0.4
CCCC(=O)Nc1ccc(S(=O)(=O)Nc2cc(OC)nc(OC)n2)cc1	2	0.3	0.0	-2.9	-3	-7	-7	-5	-1.4	0	1.6
CCCCN(CC)C(=O)c1cc2cc3ccc(OC)cc3nc2o1	-192	-0.4	0.1	6.1	-5	-225	-372	0	-0.9	2	-1.8
Cc1ccc(C(=O)NCCc2csc(-c3cccnc3)n2)cc1	-3	0.4	2.5	6.5	-2	0	-4	1	-0.2	3	-2.3
S=c1[nH]nc(Cc2noc3ccccc23)n1-c1ccc(Cl)cc1	2	-0.1	-0.2	-4.5	-6	-5	0	-1	-1.3	4	-1.6
Cc1cc(C)nc(NS(=O)(=O)c2ccc(NC(=O)CSc3nc(-c4ccccc4)c(C#N)c(=O)[nH]3)cc2)n1	-1	0.2	-0.1	-2.2	4	-1	-2	-2	-0.4	-3	-2.5
O=C(O)C1CCN(c2ccc(S(=O)(=O)N3CCC(C(=O)O)CC3)cc2[N+](=O)[O-])CC1	2	0.5	-0.2	1.0	1	-6	3	-5	-1.3	-1	-0.8
CCCc1c(-c2cccc(Cl)c2)ncn1Cc1cccc(-c2ccccc2)c1	4	.	-0.6	0.0	-1	0	1	2	0.2	-1	-0.8
O=C(NCC(=O)N(c1cccnc1)C(C(=O)NC1CCCC1)c1ccc(F)cc1)c1ccco1 (stereo not given)	0	.	0.2	-0.8	2	-1	-4	7	-1.3	-1	-1.0
COC(=O)[C@H](CCSC)NC(=O)c1cccnc1SC	-1	0.3	-0.3	0.6	0	-7	1	4	-0.5	-7	2.2
O=C(CSc1nnc(C2CC2)n1-c1ccccc1)NCCc1ccc(F)cc1	1	-0.1	0.2	-2.0	-1	1	-2	1	-1.2	-2	-0.8
COc1cc(CN2CCc3ccccc3C2)cc([N+](=O)[O-])c1O	4	-0.3	0.2	0.3	16	-2	1	-4	-0.9	-2	1.0
Cn1cc(CCNC(=O)CCc2nnc(CCCCc3ccccc3)o2)cn1	0	-0.6	0.3	12*	-3	4	-4	0	-1.6	-1	-2.0
COc1ccc(C(=O)Nc2ccc(S(=O)(=O)NC(C)C)cc2)cc1	1	0.1	-1.4	-2.6	1	-4	-5	7	-1.4	0	-2.2
O=C(Cn1nnc(-c2ccc(CN3CCOCC3)cc2)n1)N1CCCc2ccccc21	5	-0.8	-0.5	-0.1	-1	4	-1	-1	-1.8	0	-2.0
O=C(C1CCCN(S(=O)(=O)c2cccc3nsnc23)C1)N1CCc2ccccc21 (stereo not given)	-1	-0.3	-0.9	-2.8	-1	-1	-2	0	-0.9	-1	-1.2
CCOC(=O)C1(CCc2ccccc2)CCN(C(=O)c2occc2C)CC1	2	-0.2	0.1	-1.1	0	0	1	-7	-1.5	5	-0.4
Cn1ccsc1=NC(=O)c1cc(S(=O)(=O)N2CCOCC2)ccc1Cl	-1	1.3	-0.5	0.6	-12	-2	-3	1	-1.2	-1	-0.1
COc1ccc(C(=O)Nc2c(Cl)cc(Cl)cc2C(=O)NCCN2CCOCC2)cc1	-2	0.3	-0.4	1.1	-6	-4	-2	-1	0.1	2	3.7
COc1cc(NC(=O)CCn2c(=S)[nH]c3ccccc3c2=O)cc(OC)c1OC	7	-0.9	0.8	-0.1	27*	5	-1	-2	-1.2	2	-0.4
Cc1c(N2C(=O)c3ccc(F)cc3C2=O)c(=O)n(-c2ccccc2)n1C	-1	0.0	-0.1	0.9	-4	-2	-1	-3	-1.4	-1	-1.0
Cc1cc(NC(=O)C2CC(=O)N(c3ccccc3Cl)C2)no1 (stereo not given)	4	1.2	-0.5	-0.2	-7	0	0	4	-1.2	1	-0.1
O=C(N/N=C/c1ccc(C(F)(F)F)cc1)c1ccncc1	1	-0.3	-0.8	1.9	-2	-6	-2	3	-0.5	-1	0.0
CCOCC(=O)N1CCN(c2cccc(Cl)c2)CC1	1	-0.8	-0.7	0.1	2	2	-1	4	-0.9	-5	0.8
O=C(CSc1nc(-c2ccccc2)cs1)NCCCN1CCCC1=O	-1	1.2	-0.2	1.3	-7	-5	-3	1	-0.4	0	3.5
C[C@H]1CN(S(=O)(=O)c2c(F)cccc2F)CCN1S(=O)(=O)c1ccc2c(c1)OCCO2	-3	-0.9	0.3	-0.6	4	0	-2	-1	-1.2	-1	-3.2
O=C(Nc1nnc(-c2ccc(Cl)cc2)o1)C1CCCCC1	1	-0.2	0.0	10.0	-9	6	1	1	-0.9	1	-0.8
COC(=O)c1c(NC(=O)c2ccccc2)sc2c1CC(C)(C)OC2	-1	0.5	-0.4	0.7	2	-3	0	-2	-0.9	-2	-1.2
Cc1ccc(Nc2c3c(nc4ccccc24)CCC3)cc1	-7	.	-1.0	-4.3	3	-14	-3	2	-2.1	5	-2.8
Cn1c2c(c(=O)n(C)c1=O)C(C(F)(F)F)(C(F)(F)F)N=C(c1ccccc1Cl)N2	-4	-1.4	-1.1	-0.3	4	-6	-1	0	-1.9	0	-2.0
CCCSc1nn2c(=O)c3ccccc3nc2s1	1	0.1	2.7	15*	7	1	1	-1	-0.7	4	4.4
CCOC(=O)c1c(C)oc2c1c(C=NCC1CCCO1)c(O)c1ccccc12 (stereo not given)	-110	6.6*	-1.2	-4.5	-4	-151	-4	-5	-1.4	-2	0.3
CCOC(=O)Cn1c(=N)n(CCOc2ccc(Br)cc2)c2ccccc21	-1	.	0.3	-2.3	-3	2	-8	4	0.0	-3	-0.1
CC(Oc1ccccc1F)C(=O)Nc1ccc2ccccc2c1 (stereo not given)	0	-0.5	-0.5	-7.1	.	1	3	3	-1.4	7	0.5
CCCCOC(=O)C(C)Oc1ccc(=O)n(-c2ccccc2)n1 (stereo not given)	-1	0.2	-0.7	4.5	-1	0	-2	1	-0.8	0	1.4
CC(=O)c1cccc(NC(=O)CCc2nnc3ccc(NCc4ccc5c(c4)OCO5)nn23)c1	-77	0.7	0.5	0.7	13	-7	-5	5	-1.0	1	-1.6
CCOc1ccc2ccccc2c1CNCCCN1CCOCC1	-1	-0.1	0.9	-5.0	2	5	-3	5	-1.1	-1	0.6
Cc1ccc(N2CC(=O)N(CC(=O)O)C2=O)cc1	1	-0.2	1.0	1.6	-3	-2	2	0	-1.1	-1	-1.0
Cc1cc(C(=O)O)cc(S(=O)(=O)Nc2ccccc2C(=O)NC(C)c2ccccc2)c1C (stereo not given)	-6	0.4	3.1	-1.6	-1	-17	-4	2	-0.7	-1	-0.2
CC1CN(Cc2ccccc2)c2nc3c(c(=O)n(CC(=O)O)c(=O)n3C)n2C1 (stereo not given)	-5	-0.2	0.3	-1.4	4	-5	1	-3	-1.2	-1	-2.2
CC(=O)Nc1ccc(NC(=O)CSc2nc(=O)n3cccc(C)c3n2)cc1	2	1.8	-3.0	-0.9	-17	4	-3	-2	-1.3	-2	-1.4
C/C(CC(=O)Nc1cccc(C(F)(F)F)c1)=N\NC(=O)c1ccncc1	1	1.2	-0.3	-0.3	2	-5	2	9	-0.7	3	-1.0
CCOc1ccc(N=C(/C(C(=O)C(=O)N2CCOCC2)=C(\O)c2ccccc2)c2ccccc2)cc1	-7	4.0	2.1	12*	-1	-18	3	-6	0.1	9.2*	4.1
COc1cccc(OC)c1OCCN1CCN(C(=O)c2ccco2)CC1	3	1.0	0.6	-1.0	-4	1	1	-1	-0.6	-1	-1.9
COc1ccc(C(=O)OCCCN(C)C2CN(Cc3cn(Cc4cccc(F)c4)nn3)S(=O)(=O)C2)cc1OC (stereo not given)	1	.	-1.2	4.2	-3	1	-3	5	-1.5	0	-1.6
OCCCc1nc2ccccc2n1CCc1ccccc1	4	-0.5	-0.2	-2.9	-5	2	-2	1	-1.8	4	-0.7

Structures above that have two or more sulfur atoms (7):
SMILES	PLC-gamma1 inh	DAX1 inh-1	DAX1 inh-2	hgDAF-12 ag	Rev-erbA mod	PLCb3 inh	ADAM17 inh	MBD2 DNA inh	ssDAF12 agonist	SMARCA2 activ	hcDAF-12 act
Cc1cc(C)nc(NS(=O)(=O)c2ccc(NC(=O)CSc3nc(-c4ccccc4)c(C#N)c(=O)[nH]3)cc2)n1	-1	0.2	-0.1	-2.2	4	-1	-2	-2	-0.4	-3	-2.5
COC(=O)[C@H](CCSC)NC(=O)c1cccnc1SC	-1	0.3	-0.3	0.6	0	-7	1	4	-0.5	-7	2.2
O=C(C1CCCN(S(=O)(=O)c2cccc3nsnc23)C1)N1CCc2ccccc21 (stereo not given)	-1	-0.3	-0.9	-2.8	-1	-1	-2	0	-0.9	-1	-1.2
Cn1ccsc1=NC(=O)c1cc(S(=O)(=O)N2CCOCC2)ccc1Cl	-1	1.3	-0.5	0.6	-12	-2	-3	1	-1.2	-1	-0.1
O=C(CSc1nc(-c2ccccc2)cs1)NCCCN1CCCC1=O	-1	1.2	-0.2	1.3	-7	-5	-3	1	-0.4	0	3.5
C[C@H]1CN(S(=O)(=O)c2c(F)cccc2F)CCN1S(=O)(=O)c1ccc2c(c1)OCCO2	-3	-0.9	0.3	-0.6	4	0	-2	-1	-1.2	-1	-3.2
CCCSc1nn2c(=O)c3ccccc3nc2s1	1	0.1	2.7	15*	7	1	1	-1	-0.7	4	4.4

From PubChem
